# Tau fibril ThT – inhibitors of human tau fibril formation, thioflavin T binding. P10636. 270,000 compounds, 2.1% hits. recombinant tau K18 P301L, heparin-induced fibrillization, ThT fluorescence. AID 1460. Potency, µM (top dose mostly 57.4 µM), without a hit: at the top dose activity, negative = inhibition, usual class: inhibitors; note: % is set by controls: 0 for no effect and ±100 for the full control effect; nearly all actives have a fitted effect of over 55% in size
#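 Fibril formation assay: tau K18 P301L at 15 uM with trace Alexa 594 label, heparin inducer 20 uM, pH 7 sodium acetate buffer, 37 C for 6 hr; endpoint ThT signal.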
# L3MBTL1 block – L3MBTL1 (human) inhibition | Q9Y468 | AlphaScreen L3MBTL1–H3K9me1 peptide binding | Potency, µM (titrated, usually from 57.1 µM), without a hit: at the highest dose activity, negative = inhibition, actives largely listed as inhibitors | 230,000 compounds, 0.66% hits | AID 485360; note: % is set by controls: 0 for no effect and ±100 for the full control effect; nearly all actives have a fitted effect of over 60% in size
#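 First, the protein-peptide complex forms for 30 min at room temperature (L3MBTL1 50 nM, biotinylated H3K9me1 peptide 75 nM). Next, compounds are pin-transferred and incubated 30 min. Finally, AlphaScreen beads are added and read after 30 min.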
# RECQ1 helicase – inhibitors of human RECQ1 DNA helicase | Potency, µM (doses to about 57.3 µM), for the others: at the highest dose activity, negative = inhibition, usual class: inhibitors | RECQ1 DNA unwinding, red fluorescence kinetic read | 240,000 compounds, 0.54% hits | P46063;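 note: plate controls were vehicle for no effect and no enzyme for full effect; nearly all actives have a fitted effect of over 30% in size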
# Target sequence (P46063 whole entry, looked up): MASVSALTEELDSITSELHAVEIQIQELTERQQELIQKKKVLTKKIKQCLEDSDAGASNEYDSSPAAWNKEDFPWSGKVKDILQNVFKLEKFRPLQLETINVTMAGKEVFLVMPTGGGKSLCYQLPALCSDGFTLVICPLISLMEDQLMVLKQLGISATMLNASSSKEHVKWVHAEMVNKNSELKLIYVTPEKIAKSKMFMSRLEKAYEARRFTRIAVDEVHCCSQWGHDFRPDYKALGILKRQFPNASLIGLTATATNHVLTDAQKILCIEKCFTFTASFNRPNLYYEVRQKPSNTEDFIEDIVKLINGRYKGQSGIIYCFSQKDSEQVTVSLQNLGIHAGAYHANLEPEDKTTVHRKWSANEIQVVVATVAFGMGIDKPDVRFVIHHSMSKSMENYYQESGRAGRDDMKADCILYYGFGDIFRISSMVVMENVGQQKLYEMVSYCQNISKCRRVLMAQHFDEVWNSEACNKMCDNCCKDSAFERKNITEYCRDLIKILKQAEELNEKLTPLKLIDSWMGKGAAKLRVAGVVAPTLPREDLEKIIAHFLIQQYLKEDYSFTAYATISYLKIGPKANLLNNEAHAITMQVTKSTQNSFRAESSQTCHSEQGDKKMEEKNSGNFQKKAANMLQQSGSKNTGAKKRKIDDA
#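 RECQ1T1 50 nM; forked duplex (20 bp + 30-nt ss tails) 200 nM, ATP 2 mM final; pH 8.0, 2 mM MgCl2, 2.5 ug/ml poly(dI-dC); 15 min compound preincubation; discontinuous kinetic read over 2 h at RT.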
# Tau fibril FP – tau fibrillization inhibition (FP); 280,000 compounds, 0.39% hits; P10636; AID 1468; K18 P301L tau heparin fibrillization, Alexa594 FP, 6 h; Potency, µM (highest dose often 57.7 µM), inactives show at the highest dose activity, negative = inhibition, usual class: inhibitors; note: % is set by controls: 0 for no effect and ±100 for the full control effect; nearly all actives have a fitted effect of over 55% in size
#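 FP of Alexa 594-tau after heparin (20 uM) induction. Substrate: human K18 P301L, 15 uM unlabeled, 0.24 uM labeled. Buffer 100 mM sodium acetate pH 7. 6 hr, 37 C.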
# Tau fluor cs – counter-screen for tau fibril formation inhibitors; Potency, µM (titrated, usually from 57.7 µM), without a hit: at the top dose activity change, negative = decrease; AID 1463; tau K18 P301L (four-repeat tau fragment) Alexa594 fluorescence, heparin fibrillization; 280,000 compounds, 0.93% hits; note: % is set by controls: 0 for no effect and ±100 for the full control effect; nearly all actives have a fitted effect of over 55% in size
#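 Human K18 P301L tau (15 uM unlabeled plus 0.24 uM Alexa 594-labeled, final) in 100 mM sodium acetate pH 7 was mixed with compound and 20 uM heparin and incubated 6 hr at 37 C.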
# HTT ATP protect – protects HTT-Q103 PC12 cells, measured by ATP. PC12 HTT-Q103 induced, cytoprotection, ATP luminescence, 40 h. Potency, µM (series often up to 56.4 µM), without a hit: cytoprotection (ATP increase), actives largely listed as activators. 230,000 compounds, 0.14% hits. AID 1471;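 note: % of control where 0% means no effect; nearly all actives have a fitted effect of over 45% in size; toxic huntingtin expression switched on by the ecdysone agonist tebufenozide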
#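 Quantitative HTS on tebufenozide-induced (100 nM) PC12 cells expressing HTTQ103 exon 1–GFP; compounds tested as a concentration series; survival measured via cellular ATP.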
# TRb-SRC2 inh – disrupts binding of human TR beta to SRC2; P10828; TRbeta-SRC2 peptide binding, fluorescence polarization; receptor liganded with 1 µM T3; Potency, µM (highest dose often 106 µM), for the others: at the top dose activity change, negative = inhibition, most hits filed as inhibitors; 280,000 compounds, 0.065% hits; AID 1469;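 note: plate controls were bound peptide for no effect and peptide without receptor for full effect; nearly all actives have a fitted effect of over 50% in size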
# Target sequence (P10828 whole entry, looked up): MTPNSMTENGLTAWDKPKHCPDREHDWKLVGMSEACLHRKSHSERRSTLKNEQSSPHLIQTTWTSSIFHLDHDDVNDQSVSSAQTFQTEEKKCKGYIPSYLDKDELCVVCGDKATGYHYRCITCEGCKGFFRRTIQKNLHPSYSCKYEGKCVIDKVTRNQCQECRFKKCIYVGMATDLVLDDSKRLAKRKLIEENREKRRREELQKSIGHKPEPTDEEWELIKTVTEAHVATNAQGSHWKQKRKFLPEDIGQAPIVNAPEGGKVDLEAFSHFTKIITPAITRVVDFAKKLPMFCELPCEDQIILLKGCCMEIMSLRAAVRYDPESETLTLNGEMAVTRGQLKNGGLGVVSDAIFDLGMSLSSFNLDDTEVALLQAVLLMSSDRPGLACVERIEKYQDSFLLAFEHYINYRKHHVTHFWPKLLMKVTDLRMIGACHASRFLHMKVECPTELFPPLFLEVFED
#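 Polarization signal, normalized between peptide-alone and full complex controls, measured compound effects on T3-liganded human TRb LBD (0.6 uM) binding 20 nM Texas Red SRC2 peptide after 5 hr.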
# TexasRed fluor – Texas Red fluorescence interference in TRb-SRC2 counter-screen; TRb/SRC2 Texas Red total fluorescence interference; Potency, µM (series often up to 106 µM), without a hit: at the top dose fluorescence change, negative = quenching; 280,000 compounds, 0.29% hits; AID 1479; active = well fitted curve in either direction with a large enough effect; inconclusive = small, poorly fitted or top-dose-only effect; note: % is set by controls: 0 for no effect and ±100 for the full control effect
#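 Human TRβ ligand-binding domain (0.6 uM) and Texas Red SRC2 peptide (20 nM) in Tris buffer with 1 uM T3 and 5% DMSO were incubated with pinned compound for 5 hr at ambient temperature. Total fluorescence was computed as S + 2P (555/632 nm).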
# Starred values were filed as active, the others as inactive; i = inactive; ? = inconclusive; · = no result given; & = joins results of further samples; [ ] = remark or other dose. Unless noted, calls come from the whole dose curve; as a rule, active = well fitted curve in the direction sought with a large enough effect; inconclusive = small, poorly fitted or top-dose-only effect, or another doubt; inactive = no such curve, though single readings can be large; an effect the other way counts as inactive or inconclusive. Potency is the fitted concentration of half-maximal effect.
Structure	Tau fibril ThT	L3MBTL1 block	RECQ1 helicase	Tau fibril FP	Tau fluor cs	HTT ATP protect	TRb-SRC2 inh	TexasRed fluor
COCCn1c(SCc2nc3cc(OC)c(OC)cc3c(=O)[nH]2)nnc1-c1ccncc1	-6%	-1%	-1%	6%	2%	4%	-16%	0%
Cc1nc(COc2cccc(Cl)c2)sc1C(=O)/C=C/N(C)C	?	-19%	17%	4%	-17%	-5%[10 µM]	8%	-3%
Cc1n[nH]c(=O)nc1NCC1CCCO1 (configuration not stated)	-1%	4%	-19%	-2%	0%	12%[10 µM]	-6%	-1%
COc1ccc(C2c3ccc(O)cc3Oc3ncn4nc(-c5cccnc5)nc4c32)cc1OC (configuration not stated)	?	1%	-13%	3%	?	2%[10 µM]	-4%	-2%
O=C(COc1ccccc1)NCC(=O)N/N=C/c1ccc(O)cc1O	-8%	·	12%	?	4%	?	0%	-2%
Cc1nn(C)c(C)c1S(=O)(=O)N1CCCC(C(=O)NCCc2ccc(Cl)cc2)C1 (configuration not stated)	0%	4%	-14%	2%	6%	7%[10 µM]	-14%	2%
Cc1cnc(Nc2nc3ccccc3o2)nc1C(=O)Nc1cccc(C(F)(F)F)c1	?	-8%	-16%	-15%	-13%	-68%[inhibitor][0.074 µM]	-2%	-1%
COC(=O)C1=C(C(=O)OC)[C@@H]2N(Cc3ccccc3)c3ccccc3[C@@]23C[C@@H](C(=O)OC)N(S(=O)(=O)c2cccs2)C3=N1	-7%[11.5 µM]	·	-3%[11.5 µM]	2%[11.6 µM]	-12%[11.6 µM]	-12%[10 µM]	5%[11.2 µM]	-2%[11.2 µM]
Cc1ccccc1NC(=O)c1c(O)c2cccc3c2n(c1=O)CC3	2%	-1%	-8%	3%	-1%	-24%[10 µM]	3%	1%
CCS(=O)(=O)Nc1ccc(-c2nnc(SCC(=O)c3cccc(OC)c3)o2)cc1	-3%	3%	-1%	-3%	-11%	-11%	-10%	-2%
COC(=O)Cn1cnc2c1c(=O)n(C)c(=O)n2C	2%	5%	-6%	-1%	1%	4%[10 µM]	-10%	1%
CC(C)(C)c1ccc(NC(=O)CC2(C(F)(F)F)OCCO2)cc1	-6%	0%	-25%	6%	3%	-17%	-12%	-2%
Cc1ccccc1Nc1c(-c2c[nH]c3ccccc23)nc2ccccn12	-13%	·	·	4%	?	·	-4%	1%
CC(C(=O)Nc1ccccc1-c1ccccc1)N(C)Cc1nc2ccccc2c(=O)[nH]1 (configuration not stated)	5%	5%	-8%	-14%	-9%	-53%[inhibitor]	0%	-1%
COc1ccc(-c2cc(C(F)(F)F)n3nc(C(=O)Nc4ccccc4SC)cc3n2)cc1OC	?	·	·	-3%	-6%	·	5%	7%
CC1=C(C(=O)OCC(C)C)C2(O)C(=O)c3ccccc3C2(O)N1 (configuration not stated)	7.9µM*	-8%	i	?	-10%	-8%[10 µM]	1%	0%
COCCNC(=O)C1(C)C=CC2(CCCCC2)N1C(=O)c1ccccc1 (configuration not stated)	-1%&-4%	5%	-3%&2%	5%&-3%	2%&-3%	18%	-4%&4%	-1%&-6%
CCc1ccc(C2=CC(c3cccc(OC)c3OC)n3c(nc4ccccc43)N2)cc1 (configuration not stated)	-16%	·	·	-4%	0%	·	1%	1%
Cc1ccc(S(=O)(=O)NNC(=O)c2ccc(O)cc2)cc1	-5%	-4%	5%	-2%	-9%	-34%[10 µM]	1%	-3%
CC1(C)Cc2c(C#N)c(N)sc(=S)c2CS1	18µM*	-12%	-10%	-5%	?	25%[10 µM]	-3%	1%
COc1ccc(C)c2sc(N(Cc3cccnc3)C(=O)c3cccs3)nc12	-8%	·	·	-2%	-12%	·	-12%	-2%
COc1ccc(Cc2noc(CN(C)CC3CCN(Cc4ccccc4)CC3)n2)cc1OC	-11%	-5%	-8%	?	-20%	13%[10 µM]	3%	-1%
CCCn1c(SCC(=O)Nc2c(C)cccc2CC)nnc1C(C)C	-1%	·	i	4%	-1%	-3%[10 µM]	-13%	2%
Clc1ccccc1C1SCC2Nc3ccccc3CN21 (configuration not stated)	?	-3%	0%	2%	?	0%	-4%	-4%
Cc1cccn2c(=O)c(C=O)c(N3CCSCC3)nc12	-7%	-5%	-1%	5%	-3%	4%[10 µM]	-1%	1%
COc1ccc(NS(=O)(=O)c2cc(NC(=O)c3ccc(C)s3)ccc2N2CCOCC2)cc1	-5%	-21%	-9%	-13%	?	-1%[10 µM]	9%	0%
Cc1ccc(C)c(S(=O)(=O)Nc2ccc(S(=O)(=O)Nc3onc(C)c3C)cc2)c1	-6%	·	7%	7%	-3%	9%[10 µM]	-7%	0%
CCN(CC)C(=S)SCC(=O)Nc1nc(=O)c2ccccc2s1	2%	2%	-13%	?	9%	17%[10 µM]	-3%	-1%
CCOc1ccc(NC(=O)CCNS(=O)(=O)c2ccc(Br)s2)cc1	-15%	·	-3%	-1%	-13%	8%	0%	-3%
Cc1ccn2cc(CCNC(=O)CC3CCCCC3)nc2c1	-1%	·	i	2%	0%	-8%	1%	-2%
CCn1c(SCC(=O)Nc2ccccc2N2CCCCC2)nc2c1c(=O)n(C)c(=O)n2C	-15%	-11%	-10%	4%	-4%	4%[10 µM]	-21%	3%
C[C@H](NC(=O)c1[nH]cnc1C(=O)Nc1ccc(CNC(=O)OC(C)(C)C)cc1)C(=O)OC(C)(C)C	16%	·	-14%	?	?	20%[10 µM]	-6%	2%
CCOC(=O)c1cc(OC(=O)c2ccc(C)cc2)n(-c2ccccc2)n1	?	·	·	6%	-17%	·	7%	5%
CCOc1ccc(CN(C)CC(=O)NNC(=O)c2ccc(Cl)cc2)cc1OC	-7%	-1%	-6%	2%	-3%	10%[10 µM]	-3%	-7%
Cc1ccc(CN2CCSc3ccc(C(=O)NCc4cccnc4)cc32)cc1	?	-1%	i	?	?	10%[10 µM]	-2%	-5%
O=C(NCCNc1ccc([N+](=O)[O-])cc1C(F)(F)F)c1cccc(F)c1	?	-7%	i	-5%	-24%	7%[10 µM]	-3%	1%
COC(=O)c1sccc1NC(=O)c1ccc(Cl)s1	1%	-3%	-10%	-7%	-1%	-23%[1.9 µM]	-11%	-3%
CC(C)(C)C1CCC(=NNC(=O)CC(=O)NCc2ccccc2)CC1 (configuration not stated)	-18%	2%	-11%	8%	-14%	·	-2%	1%
CNC(=O)CN(c1cccc(Br)c1)S(C)(=O)=O	?	5%	-1%	9%	5%	-5%[10 µM]	-18%	2%
Cc1ccc(C)c(NS(=O)(=O)c2cc(C(=O)NCCC3=CCCCC3)ccc2C)c1	-20%	4%	-13%	3%	-28%	-9%[10 µM]	-3%	0%
Cn1nccc1NC(=O)Nc1cccc(Cl)c1	·	·	0%	-4%	-10%	4%[10 µM]	5%	1%
Cc1cc(C(=O)COC(=O)c2ccncc2)c(C)n1Cc1ccco1	-8%	-3%	-24%	11%	-2%	-25%	3%	0%
O=C(CN1CCC(NC(=O)c2cccc(F)c2)CC1)NCc1ccccc1F	2%	-8%	-1%	-1%	-1%	-7%	4%	-4%
COc1ccc(/C(N)=N/OC(=O)c2ccc3c(c2)OCO3)cc1	?	11%	-3%	-1%	-1%	13%[10 µM]	6%	-7%
CN1C(=O)C(O)(CC(=O)/C=C/c2ccco2)c2cc(Br)ccc21 (configuration not stated)	?	-14%	18%	-1%	-12%	22%	-11%	-3%
c1ccc(-n2ncc3c(NCCN4CCOCC4)ncnc32)cc1	-5%	6%	0%	1%	4%	-8%	0%	4%
CCN(CC)S(=O)(=O)c1nnc(NC(=O)c2ccccc2Cl)s1	?	·	·	-3%	-14%	·	-5%	-6%
Cc1ccc(-n2nnnc2CNC(=O)c2ccccc2S(C)(=O)=O)cc1C	9%	·	·	3%	5%	·	-5%	-2%
CCOC(=O)/C(C#N)=C/c1ccc(OC(=O)c2ccco2)c(OCC)c1	-17%	9%	7%	4%	-3%	18%[10 µM]	0%	3%
CC1CCN(S(=O)(=O)c2ccc(NC(=O)CN3CCCC(C)C3)cc2)CC1 (configuration not stated)	-7%	·	-11%	-12%	-15%	9%	0%	0%
Cc1cccc(C)c1NC(=O)C1c2ccccc2Oc2ccccc21	3%	-6%	-8%	2%	5%	0%[10 µM]	5%	0%
CCC(CO)Nc1ncnc2c1cnn2-c1ccc(OC)cc1 (configuration not stated)	-14%	·	-5%	1%	-5%	-74%[inhibitor]	-13%	-3%
Nc1nc(N)c2sc3nc(C(F)(F)F)cc(C(F)(F)F)c3c2n1	?	33%	-10%	?	-13%	17%[10 µM]	3%	1%
COc1ccc(N2C(=O)C(OC(C)=O)C2c2ccc(C)cc2)cc1 (configuration not stated)	2%	1%	i	-11%	-2%	·	-6%	3%
Cc1c(C(=O)OCC(=O)N2c3ccccc3CC2C)oc2ccccc12 (configuration not stated)	-20%	7%	-5%	-8%	-29%	0%[10 µM]	-2%	6%
O=S(=O)(NCC(c1ccco1)N1CCN(c2ccc(F)cc2)CC1)c1ccccc1 (configuration not stated)	?	·	·	6%	?	·	-2%	-1%
CN(C)c1ccc(N2C(=O)CSC2=S)cc1	4.5µM*	?	?	?	?	7%[10 µM]	-4%	-10%

# A second format for some results above:
CCOC(=O)/C(C#N)=C/c1ccc(OC(=O)c2ccco2)c(OCC)c1
  Tau fibril ThT: -17%	L3MBTL1 block: 9%	RECQ1 helicase: 7%	Tau fibril FP: 4%	Tau fluor cs: -3%	HTT ATP protect: 18%[10 µM]	TRb-SRC2 inh: 0%	TexasRed fluor: 3%
CC1CCN(S(=O)(=O)c2ccc(NC(=O)CN3CCCC(C)C3)cc2)CC1 (configuration not stated)
  Tau fibril ThT: -7%	L3MBTL1 block: ·	RECQ1 helicase: -11%	Tau fibril FP: -12%	Tau fluor cs: -15%	HTT ATP protect: 9%	TRb-SRC2 inh: 0%	TexasRed fluor: 0%

# Compound activity (PubChem BioAssay)

# Only part of the results is shown; count on the stated rates, not on these rows.
